IAP activation: activators of mouse IAP, confirmation, biochemical, luminescence, single concentration (AID 434970); activity change, negative = activation, % at 10 µM; intestinal alkaline phosphatase [Mus musculus]; 11,000 compounds, 2.9% hits; purified mouse IAP, CDP-Star luminescence, 30 min; hits give low values; in the data active means activity change below about -85%;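 further: percent relative to enzyme plus DMSO wells and wells without enzyme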
IAP activation Fold change: recorded beside IAP activation, whose call it bears; activation factor; measured here: IAP activation factor; hits give high values;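 fold luminescence change scaled to plate control wells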
An asterisk follows results filed as active.

SMILES	IAP activation	IAP activation Fold change
O=C(NCCc1ccncc1)Nc1ccc(Cl)cc1	-9	1.1
CC(=O)Nc1nc(S(=O)(=O)c2ccc(C)cc2)c(Cl)s1	8	0.92
CCOc1cc(N2CCOCC2)c(OCC)cc1NC(=O)C1CCCC1	-13	1.1
COc1ccc(OC)c(N)c1	12	0.88
O=C(NCc1ccccc1)N[C@@H](Cc1c[nH]c2ccccc12)C(=O)O	-6	1.1
O=C(CSc1nnc(-c2cccs2)n1-c1ccccc1)NCc1ccco1	2	0.97
COC(=O)c1ccc(Sc2ccccc2NS(=O)(=O)c2ccc(C)cc2)nc1	5	0.95
Cc1cc2c(c(SCC(=O)NCCc3ccccc3)n1)C(=O)OC2	8	0.92
COC(=O)c1ccc(CSC2=NC[C@@H]3[C@@H]4C(=O)N(C)C(=O)[C@@H]4[C@](Cc4ccccc4)(C(=O)OC)N23)cc1	0	1
Cn1nnnc1SCC(=O)Nc1ccc(Oc2ccccc2)cc1	5	0.95

Rewritten in CSV form: part of the list above
Compound,IAP activation,IAP activation Fold change
COC(=O)c1ccc(CSC2=NC[C@@H]3[C@@H]4C(=O)N(C)C(=O)[C@@H]4[C@](Cc4ccccc4)(C(=O)OC)N23)cc1,0,1
O=C(NCCc1ccncc1)Nc1ccc(Cl)cc1,-9,1.1

The listing continues.
SMILES	IAP activation	IAP activation Fold change
c1cncc(-c2cn(C[C@H]3CC[C@H](Cn4cc(-c5cccnc5)nn4)O3)nn2)c1	5	0.95
Cc1ccc(NC(=O)NCC2CCN(Cc3cccc(Cl)c3)CC2)c(Cl)c1	-120*	2.2*
CC[C@]12c3[nH]c4ccc(Cl)cc4c3CCN1C(=O)[C@@H](CC(=O)NCc1ccco1)C[C@@H]2C(=O)N1CCN(C(=O)C2CC2)CC1	-21	1.2
Nc1ccc(-n2nnnc2-c2ccco2)cc1	0	1
CCC(NC(=O)Nc1cc(OC)c(OC)c(OC)c1)(C(F)(F)F)C(F)(F)F	-80	1.8
Cc1ccc(-c2nc(-c3cccnc3)no2)cc1	11	0.89
CCSc1cc(C2C(C(=O)OC)=C(C)NC3=C2C(=O)CCC3)c(C)o1 (stereo unspecified)	5	0.95
CCOC(=O)c1c(C)[nH]c(C(=O)Nc2ccc3c(c2)OCO3)c1C	-33	1.3
COc1ccc(-c2sc3cc4c(cc3c2-c2ccc(OCCN3CCCCC3)cc2)OCO4)cc1	4	0.96
CCc1cc2cc(C(=O)Nc3ccc(F)cc3)sc2s1	2	0.98

The list goes on; the last six above are carried over.
SMILES	IAP activation	IAP activation Fold change
CCC(NC(=O)Nc1cc(OC)c(OC)c(OC)c1)(C(F)(F)F)C(F)(F)F	-80	1.8
Cc1ccc(-c2nc(-c3cccnc3)no2)cc1	11	0.89
CCSc1cc(C2C(C(=O)OC)=C(C)NC3=C2C(=O)CCC3)c(C)o1 (stereo unspecified)	5	0.95
CCOC(=O)c1c(C)[nH]c(C(=O)Nc2ccc3c(c2)OCO3)c1C	-33	1.3
COc1ccc(-c2sc3cc4c(cc3c2-c2ccc(OCCN3CCCCC3)cc2)OCO4)cc1	4	0.96
CCc1cc2cc(C(=O)Nc3ccc(F)cc3)sc2s1	2	0.98
O=C1CS(=O)(=O)N(Cc2ccc(F)cc2)c2ccccc21	4	0.96
CC(Sc1nnc(-c2ccc(Cl)cc2)n1C)C(N)=O (stereo unspecified)	-14	1.1
CCN1C(=O)[C@H]2[C@H]3CN=C(SCc4ccc(C(=O)OC)cc4)N3[C@@](Cc3ccccc3)(C(=O)OC)[C@H]2C1=O	5	0.95
CC(C)=CCc1c(O)c(CC=C(C)C)c2c(c1O)-c1cc(O)c(O)cc1CC2	60	0.4
CCOC(=O)C1=CN(Cc2cccc(F)c2)S(=O)(=O)N(CC)C1CCc1ccccc1 (stereo unspecified)	-3	1
Cn1c(=O)cc(SCC(=O)NCC2COc3ccccc3O2)c2ccccc21 (stereo unspecified)	-6	1.1
Cc1cc(=O)oc2c1c(C)nn2-c1nn[nH]n1	1	0.98
CC(Cc1cccs1)NC(=O)Nc1cccc(Cl)c1 (stereo unspecified)	-10	1.1
CCCC(C)c1oc(=O)cc(O)c1C (stereo unspecified)	-2	1
COC(=O)c1ccccc1S(=O)(=O)N1Cc2cc([N+](=O)[O-])ccc2Oc2ccccc21	13	0.87
O=C(NCCC1=CCCCC1)c1coc(=O)c(Br)c1	4	0.96
Cc1ccccc1-n1c(SCC(=O)Nc2ccc3c(c2)OCO3)nnc1-c1ccccn1	-18	1.2
COCC(C)OC(=O)c1c(N)n(CC(C)C)c2nc3ccccc3nc12 (stereo unspecified)	-7	1.1
CN1C(=O)CSc2ccc(NC(=O)NCCC3=CCCCC3)cc21	-122*	2.2*
Cc1ccc(CNn2cnnc2SCC(=O)NC(C)(C)C)cc1	-9	1.1
CC1(C)N=C(c2ccccc2)C(=O)N1	-3	1
COc1ccc(C2C(C(=O)N3CC(C)CC(C)C3)c3ccccc3C(=O)N2C)cc1 (stereo unspecified)	2	0.98
O=C(CCC(=O)N(c1ccccc1)C(C(=O)NC1CCCC1)c1ccncc1)Nc1cccnc1 (stereo unspecified)	9	0.91
CCCn1ncc(CN2CCC(C(=O)Nc3cccc(-c4cccc(F)c4)c3)CC2)c1C	-428*	5.3*
Cc1ccc(N=Cc2c(O)c3ccccc3oc2=O)c(C)c1	-2	1
Cc1c(C(=O)c2ccc(Cl)c(Cl)c2)cnc2cc3c(cc12)OCO3	10	0.9
CCOC(=O)c1cnc2ccc(OCC)cc2c1N1CCN(c2ccccc2)CC1	9	0.91
Cc1ccc(NC(=O)c2ncn(CC(=O)N[C@H](CO)Cc3c[nH]c4ccccc34)n2)cc1C	-13	1.1
CCSc1nc(O)c(Cc2ccccc2)c(=O)[nH]1	4	0.96
O=C(Nc1ccccc1)Nc1csc2ccccc12	-108*	2.1*
CCOC(=O)CCSc1nc(C)c2ccccc2n1	3	0.97
C(=N\C(/N=C/c1ccco1)c1ccco1)/c1ccco1	75	0.25
FC(F)(F)c1cc(-c2ccc3c(c2)OCO3)nc(NCc2ccco2)n1	10	0.9
N#Cc1ccccc1S(=O)(=O)N1CCN(c2ccc(S(=O)(=O)N3CCOCC3)cn2)CC1	7	0.93
O=C(NC1CCCCC1)C(c1cccs1)N(C(=O)c1ccco1)c1ccc2c(c1)OCCO2 (stereo unspecified)	11	0.89
CCCc1cc(N2CCN(C(=O)c3ccco3)CC2)n2c(nc3ccccc32)c1C#N	-26	1.3
COc1ccccc1-c1cc(C(F)(F)F)nc(S(C)(=O)=O)n1	-8	1.1
C(=N\Nc1nc(-c2ccccc2)cs1)/c1cccs1	14	0.86
Oc1ccccc1N=Cc1ccc[nH]1	31	0.69
CCCCNC(=O)c1ccc(NC(=O)C2CCCO2)cc1 (stereo unspecified)	-12	1.1
Cc1cc(C(=O)CSc2nnc(N)s2)c(C)n1CCc1ccc(F)cc1	7	0.93
CCC(C)Oc1cccc(C(=O)Nc2ccccc2N2CCOCC2)c1 (stereo unspecified)	-2	1
O=C(CN1CCCCCC1)Nc1ccccc1F	5	0.95
O=C1CCCC2=C1C(c1cccs1)n1nc(SCc3ccccc3F)nc1N2 (stereo unspecified)	3	0.97
O=C(Nc1ccc(SC(F)F)cc1)c1cccc2nc3ccccc3nc12	5	0.95
O=C(CCN1CCc2ccccc2C1)Nc1ccc(F)cc1	-4	1
O=c1[nH]c(NCCO)nc2c1C1(CCCC1)Cc1ccccc1-2	6	0.94
O=C(N/C=C/c1ccccc1)Nc1ccc(Cl)cc1	-171*	2.7*
CCOc1ccc(S(=O)(=O)NCCC(=O)OCN2C(=O)c3ccccc3C2=O)cc1	-3	1
Cc1cc2nc(C)n(CCCNC(=O)Nc3cccc4ccccc34)c2cc1C	-118*	2.2*
Cc1ccc(-n2nc(-c3cccs3)cc2C(=O)NCC2CCCO2)c(C)c1 (stereo unspecified)	-1	1
CCNC(=S)NNC(=O)c1csc(CC)c1	6	0.94
COc1ccc(NC(=O)C23CCC(C2)C(C)(C)C3=O)cc1 (stereo unspecified)	9	0.91
C=CCNC(=O)CN(c1ccccc1OCC)S(=O)(=O)c1ccc(C)cc1	5	0.95
O=c1oc2cc(O)ccc2s1	72	0.29

(further entries)
SMILES	IAP activation	IAP activation Fold change
Cc1ccc(C)c(OCC(=O)Nc2nonc2NC(=O)COc2cc(C)ccc2C)c1	-1	1
CCCC(C)C(=O)Nc1ccncc1 (stereo unspecified)	1	0.99
CC(=O)N1c2ccc(S(=O)(=O)N3CCC(C(=O)Nc4cccc(C(F)(F)F)c4)CC3)cc2CC1C (stereo unspecified)	-83	1.8
Cc1cccnc1NCC(O)COc1ccccc1 (stereo unspecified)	3	0.97
O=C(CN1CCC(n2nnc3cc(C(F)(F)F)ccc32)CC1)NCc1cccs1	6	0.94
COC(=O)C[C@H](NC(=O)Cn1cnc(C(=O)Nc2ccc(C)c(C)c2)n1)C(=O)OC	1	0.99
Cn1nnnc1SCC(=O)NC(=O)NCc1ccccc1	7	0.93
O=C(C[C@H]1C[C@H](C(=O)N2CCCCC2)[C@@]2(CCc3ccccc3)c3[nH]c4cc(-c5ccco5)ccc4c3CCN2C1=O)NCCN1CCOCC1	-4	1
NS(=O)(=O)c1ccc(NC(=O)c2ccccc2Cl)cc1	5	0.95
COC(=O)C1=C(N)Oc2cc(C)n(C)c(=O)c2C1c1ccc(Cl)cc1 (stereo unspecified)	-7	1.1
O=C1CCCN1c1cccc(Br)c1	8	0.92
Nc1nncn1C(=O)CCCOc1ccccc1	3	0.97
CCOc1nc(C)ccc1-c1noc(-c2ccncc2)n1	-6	1.1
COC(=O)c1cn(C(=O)OC)c2ccccc12	-3	1
COc1ccc2c(c1)[nH]c1c(=O)n(CCc3cnc[nH]3)cnc12	-2	1
CN(CC(=O)NC1CCCCC1)S(=O)(=O)c1ccc(Cl)cc1	7	0.93
S=C(NCc1cccnc1)Nc1cc(Cl)cc(Cl)c1	-38	1.4
COC(=O)C12CC3CC(C1)CC(n1cnc(Cl)n1)(C3)C2	1	0.98
CCOc1ccc2nc(Cl)c(/C=C/C(=O)c3ccco3)cc2c1	11	0.89
CC1=NN2C(=N)/C(=C\c3ccc(SCc4ccccc4)o3)C(=O)N=C2S1	3	0.97
COC(=O)c1sc(N)c(C(=O)OC)c1CSc1nc2sc3c(c2c(=O)n1C)CCC3	13	0.87
COc1cccc(NS(=O)(=O)c2ccc3[nH]cc(C(=O)NCCCOC(C)C)c(=O)c3c2)c1	-10	1.1
COC(=O)c1cc2sc(Cl)cc2n1CC(=O)NCC1CCCO1 (stereo unspecified)	5	0.95
CC(NC(=O)CN1CCC(C(N)=O)CC1)c1ccccc1 (stereo unspecified)	-3	1
Cc1cc(N2CCN(C)CC2)nc2ccc(NC(=O)c3ccc4c(c3)OCO4)cc12	-3	1
CN(C)c1ccc(/C=N/N=C2/NC(=O)/C(=C/c3ccc([N+](=O)[O-])cc3)S2)cc1	22	0.78
CSCCC(NC(=O)c1ccc([N+](=O)[O-])cc1Cl)C(=O)OCC(=O)NCCCc1ccccc1 (stereo unspecified)	1	0.99
C=CCOc1ccc(C2OC34CCCCC3C(C#N)(C#N)C2(C#N)C(=N)O4)cc1 (stereo unspecified)	8	0.92
O=C(C[C@H]1C[C@H](C(=O)N2CCOCC2)[C@@]2(CCC3CCCC3)c3[nH]c4ccc(Cl)cc4c3CCN2C1=O)NCCc1ccccn1	-25	1.2
O=C(/C=C/c1ccccc1)N1CCN(c2ccc([N+](=O)[O-])c(N3CCOCC3)c2)CC1	17	0.83
C[C@@H]1CN([C@@H](C)CO)C(=O)c2cc(NC(=O)Nc3ccc4c(c3)OCO4)ccc2O[C@H]1CN(C)S(=O)(=O)c1ccc(F)cc1	-65	1.6
COc1ccccc1OCC(=O)c1[nH]c(C)c(C(C)=O)c1C	7	0.93
Cc1c(C(=O)NCCc2ccccc2)oc2ccc(S(=O)(=O)N3CCC4(CC3)OCCO4)cc12	3	0.97
Cc1ccc(CN2C(=O)CCC2(C)C(=O)NCc2cccnc2)cc1 (stereo unspecified)	9	0.91
CCOC(=O)c1ccc(NC(=O)CSc2nnc(-c3cccs3)n2C)cc1	3	0.97
Cc1cc(-c2csc(NC(=O)c3ccc(=O)[nH]c3)n2)c(C)n1Cc1ccco1	65	0.35
CCOC(=O)c1cc2occc2n1Cc1ccc(F)cc1	7	0.93
CC(=O)Nn1c(COc2ccccc2C)nc2ccccc2c1=O	-6	1.1
Nc1ncnc2c1ncn2[C@@H]1O[C@H](CNCc2cccc(C#Cc3ccccc3)c2)[C@@H](O)[C@H]1O	6	0.94
Cc1ccc(S(=O)(=O)N2C[C@@H]3CCCC[C@@H]3[C@@H](C)[C@H]2c2cn(Cc3ccccc3)c3ncccc23)cc1	1	0.99
C=CCN1c2ccccc2C(=O)C(C)S1(=O)=O (stereo unspecified)	-5	1.1
Cc1ccc(OCC(=O)Nc2ccc(S(=O)(=O)Nc3onc(C)c3C)cc2)cc1	-9	1.1

Compounds from the list above with a CF3 group:
SMILES	IAP activation	IAP activation Fold change
CCC(NC(=O)Nc1cc(OC)c(OC)c(OC)c1)(C(F)(F)F)C(F)(F)F	-80	1.8
FC(F)(F)c1cc(-c2ccc3c(c2)OCO3)nc(NCc2ccco2)n1	10	0.9
COc1ccccc1-c1cc(C(F)(F)F)nc(S(C)(=O)=O)n1	-8	1.1
CC(=O)N1c2ccc(S(=O)(=O)N3CCC(C(=O)Nc4cccc(C(F)(F)F)c4)CC3)cc2CC1C (stereo unspecified)	-83	1.8
O=C(CN1CCC(n2nnc3cc(C(F)(F)F)ccc32)CC1)NCc1cccs1	6	0.94

Reprinted at random: two compounds from above
SMILES	IAP activation	IAP activation Fold change
Cc1ccc(OCC(=O)Nc2ccc(S(=O)(=O)Nc3onc(C)c3C)cc2)cc1	-9	1.1
Nc1ncnc2c1ncn2[C@@H]1O[C@H](CNCc2cccc(C#Cc3ccccc3)c2)[C@@H](O)[C@H]1O	6	0.94

The list is partial. The share of hits here may be higher or lower than overall.
